Compound activity (PubChem)
KDM5B inh: KDM5B demethylase inhibition; AID 1347165; 2.6% of 220,000 active; KDM5B demethylase, FDH-coupled NADH fluorescence (FDH is formaldehyde dehydrogenase); Q9UGL1; Potency, µM (highest dose often 57.7 µM), for the others: top-dose activity change, negative = inhibition, hits mostly inhibitors; active = well fitted inhibition curve with a large enough effect; inconclusive = small, poorly fitted or top-dose-only effect; inactive = no such curve, though single readings can be large or run the other way; also: 0% is about no effect; nearly all actives have a fitted effect of over 70% in size
Target sequence (Q9UGL1 whole entry, looked up): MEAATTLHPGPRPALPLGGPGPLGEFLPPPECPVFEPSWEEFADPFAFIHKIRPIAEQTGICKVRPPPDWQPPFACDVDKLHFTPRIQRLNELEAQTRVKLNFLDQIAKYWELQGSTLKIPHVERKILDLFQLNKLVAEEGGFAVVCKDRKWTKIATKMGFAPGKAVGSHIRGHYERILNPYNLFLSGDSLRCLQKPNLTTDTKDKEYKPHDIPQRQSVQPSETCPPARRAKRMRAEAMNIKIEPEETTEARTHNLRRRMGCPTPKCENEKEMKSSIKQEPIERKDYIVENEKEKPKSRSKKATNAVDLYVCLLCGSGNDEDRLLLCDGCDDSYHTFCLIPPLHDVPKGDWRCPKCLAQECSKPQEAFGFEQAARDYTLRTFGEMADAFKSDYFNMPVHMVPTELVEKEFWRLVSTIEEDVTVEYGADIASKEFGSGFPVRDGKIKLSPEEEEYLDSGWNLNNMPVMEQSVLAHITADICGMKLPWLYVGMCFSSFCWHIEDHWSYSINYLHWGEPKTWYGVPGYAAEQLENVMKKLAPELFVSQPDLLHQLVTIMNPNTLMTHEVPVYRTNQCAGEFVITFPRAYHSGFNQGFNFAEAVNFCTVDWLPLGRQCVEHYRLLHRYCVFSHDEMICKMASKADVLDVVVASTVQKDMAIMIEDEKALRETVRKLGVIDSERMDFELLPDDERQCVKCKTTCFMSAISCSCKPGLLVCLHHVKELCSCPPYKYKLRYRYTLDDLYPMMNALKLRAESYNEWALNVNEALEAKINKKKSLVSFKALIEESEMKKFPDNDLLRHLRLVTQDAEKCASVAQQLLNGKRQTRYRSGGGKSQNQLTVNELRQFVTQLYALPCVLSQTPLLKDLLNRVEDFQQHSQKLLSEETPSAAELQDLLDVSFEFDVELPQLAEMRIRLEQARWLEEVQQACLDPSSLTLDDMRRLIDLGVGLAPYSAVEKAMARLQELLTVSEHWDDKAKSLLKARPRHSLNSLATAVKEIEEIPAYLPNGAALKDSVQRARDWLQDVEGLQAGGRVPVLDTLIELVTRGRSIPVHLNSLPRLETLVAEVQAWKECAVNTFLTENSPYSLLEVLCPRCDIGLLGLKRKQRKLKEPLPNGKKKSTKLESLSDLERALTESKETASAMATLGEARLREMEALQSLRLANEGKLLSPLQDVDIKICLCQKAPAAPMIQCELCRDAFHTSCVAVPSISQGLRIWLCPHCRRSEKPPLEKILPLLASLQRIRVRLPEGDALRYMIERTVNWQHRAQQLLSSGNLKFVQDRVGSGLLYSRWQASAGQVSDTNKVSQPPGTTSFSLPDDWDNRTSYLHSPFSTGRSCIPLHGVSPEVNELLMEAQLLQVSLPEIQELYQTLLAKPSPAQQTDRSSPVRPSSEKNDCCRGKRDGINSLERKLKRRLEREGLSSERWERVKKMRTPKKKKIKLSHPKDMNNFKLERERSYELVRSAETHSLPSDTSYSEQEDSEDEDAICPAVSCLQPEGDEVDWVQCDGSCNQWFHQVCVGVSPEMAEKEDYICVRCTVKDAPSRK
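Measured: NADH fluorescence change, 30 min, RT. System: KDM5BΔAP 200 nM final, H3K4me3 peptide, α-KG, Fe(II), ascorbate, NAD⁺ plus FDH, pH 7.5 HEPES. Compounds: titrated, 10 min pre-incubation with enzyme.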
* marks the source's active call; other numbers are inactive results; ? = inconclusive; & = joins results of further samples; [ ] = remark or other dose. Potency is read from the fitted curve at half-maximal effect. A portion of the library; rates above refer to the full screens.

KDM5B inh,SMILES
3%,O=C1NC2(CCN(S(=O)(=O)c3cccs3)CC2)Oc2ccccc21
15%,C=C(Br)CN1CCOCC1
?,Nc1nccnc1C(=O)NCCc1cn2ccccc2n1
-9%[115 µM],O=c1n(-c2ccc(C(F)(F)F)cc2)nc2n1CCN(Cc1cncs1)C2
?,CC(C)(C)C(=O)N[C@H]1CO[C@H]2[C@@H]1OC[C@@H]2Nc1nccc(-c2cccc(C#N)c2)n1
?,O=[S+]([O-])(NCC1CN(Cc2ccc3[nH]ccc3c2)CC12CN(c1ccccc1)C2)c1ccccc1 (configuration not stated)
?,O=C(Nc1nc2nccc(-c3ccccc3)n2n1)c1ccccc1
?,Cc1ccc(S(=O)(=O)NCCc2nnc3ccc(SCc4ccccc4C)nn23)cc1
-14%,COc1ccc(C(=O)NC2CCN(C(=O)N3CC4CC(C3)[C@H]3CCCC(=O)N3C4)CC2)cc1F (some centres not stated)
-2%[115 µM],O=C1NCc2ccccc2CC12CCCN2Cc1ccccc1Br (configuration not stated)
-29%,CCOc1ccc(NC(=O)CSc2nc3c(oc4ccccc43)c(=O)n2-c2cc(C)cc(C)c2)cc1
-4%,CCCN(CCC)S(=O)(=O)NC1CCN(c2ncccn2)CC1
-7%,COc1ccc(CNC(=O)c2ccc(NC(=O)N3CCCCc4ccccc43)cc2)cc1
?,CCOc1ccc(C(=O)NCC(c2ccco2)S(=O)(=O)c2cccs2)cc1 (configuration not stated)
2%,CCN(Cc1ccc(OC)c(OC)c1)C(=O)c1cc(C)nc2ccccc12

Structures above with a thiophene ring, fused or not, in the order listed:
KDM5B inh,SMILES
3%,O=C1NC2(CCN(S(=O)(=O)c3cccs3)CC2)Oc2ccccc21
?,CCOc1ccc(C(=O)NCC(c2ccco2)S(=O)(=O)c2cccs2)cc1 (configuration not stated)

Further structures
KDM5B inh,SMILES
0%,O=C(NCCc1noc(C2CC2)n1)NC1CCCC1
4%[149 µM],CC(C)NC(=O)N1CCN(c2cc(Cl)ncn2)C(=O)C1
28µM*,COCCn1cnnc1CCNC(=O)c1oc2cc(OC)ccc2c1C
-25%,COc1ccc(Br)c(OC)c1C(=O)NC(=O)Nc1nc(C)cc(C)n1
-3%,COc1ccc(NC(=O)c2ccc(NC(=O)C3CC3)cc2)cc1
13%,Cc1cc(O)c2c(C)c(CC(=O)NCCCn3ccnc3)c(=O)oc2c1
12%,Cc1ccc(CN(CC(=O)N2CCOCC2)S(=O)(=O)c2ccc(Cl)cc2)cc1
?,O=C(c1ccc(F)cc1)N1CCCN(c2nc3ncccc3o2)CC1
?,CCc1ccc(C2Cc3ccccc3N2)cc1 (configuration not stated)
1%[86.2 µM],Cc1nnc(-c2cc(-c3cccc(CO)c3)ccn2)n1Cc1ccccc1
-1%,CCC(=O)NCCSCc1cccs1
-16%,Cc1ccc(C(=O)N2CCN(c3cc(-c4cccs4)[nH]n3)CC2)cc1C
18%,CC(=O)c1ccc(O)c(C)c1
-3%,CN(Cc1nc(C2CC2)no1)C(=O)c1cccc(CC2CCNCC2)c1
12%,Cc1ccc(NC2=CC(=O)CC(C)(C)C2)cc1F

(continued)
KDM5B inh,SMILES
-22%,COc1c(CNC2CCN(Cc3ccccc3)C2)c(C)nn1C (configuration not stated)
13%&-7%,Fc1ccccc1Oc1ncnc2c1oc1ccccc12
26%,CC(C)c1ccc(/C=C(\NC(=O)c2ccccc2)C(=O)NCCN2CCOCC2)cc1
-27%,CCOc1ccc(S(=O)(=O)N(CC(=O)Nc2ccc3c(c2)OCO3)c2ccc(C)cc2)cc1
?,O=S(=O)(c1ccccc1)c1nnn2c1nc(N1CCCCC1)c1ccccc12
5%,COc1ccc(Cl)cc1NC(=O)CN(C)C(=O)c1cn2ccccc2n1
?,CC(C)COc1cc(=O)n2c(c1C(=O)N1CCN(c3ccccn3)CC1)CCCCC2
6%,CN(CC(=O)N(C)c1c(N)n(Cc2ccccc2)c(=O)[nH]c1=O)Cc1ccc(-c2ccccc2)cc1
6%,CC12CC3(C)CC(CC(=O)O)(C1)CC(CC(=O)O)(C2)C3
-9%,Cc1noc(C)c1S(=O)(=O)N1CCC(Cc2nc(-c3cccnc3)n[nH]2)C1 (configuration not stated)
15%,O=C(c1ccc(NS(=O)(=O)c2cccs2)cc1)N1CCOCC1
?,C/C=C/C=C/C(=O)NC1CC2CCC1(C)C2(C)C (configuration not stated)
?,Cc1cccc(N(CC(=O)NCCSCc2ccc(Cl)cc2)S(C)(=O)=O)c1C
23%,O=C(NC1CCCc2ccccc21)C1(c2ccccc2)CC1 (configuration not stated)
19%,COc1ccc(C(=O)N2[C@@H]3CC[C@H]2CC(NC(=O)c2ccncc2)C3)cc1F (some centres not stated)

(further entries)
KDM5B inh,SMILES
-4%,CC1(C)Cc2c(c(=S)nc(-c3ccccc3)n2Cc2cccnc2)CO1
-2%,CC1(C)CC(NC(=S)Nc2cccc(Cl)c2)CC(C)(C)N1
5%,COc1ccc2[nH]cc(CCN=C(NC(=O)c3ccccc3C)Nc3nc(C)cc(C)n3)c2c1
12%,Cc1ccccc1C(=O)/C=C/c1cc2ccccc2nc1N1CCOCC1
9%,CCOC(=O)CCN(Cc1ccccc1)S(=O)(=O)c1csc(C(N)=O)c1
9%,CSc1nc(C)c(CCC(=O)Nc2nc(-c3ccc4c(c3)CCO4)cs2)c(C)n1
18%,Cn1cnc2c1c(=O)n(CCCOc1ccccc1C#N)c(=O)n2C
?,Cc1c(C(=O)NC[C@H]2C[C@@H]3C=C[C@H]2C3)sc2ncnc(NCCc3ccccn3)c12
7%,O=C1CCN(Cc2cccnc2)CCCC(C(=O)NCc2cc(F)cc(F)c2)CCN1 (configuration not stated)
-17%,CN(CCO)c1nc2c(c(=O)n(Cc3ccccc3F)c(=O)n2C)n1C
-17%,O=C(COc1ccc2nc3n(c(=O)c2c1)CCC3)NC1CCCC1
-13%[86.2 µM],CC(C)C(=O)NC[C@H]1O[C@H](Cc2cc(CN3CCCCC3)on2)CC[C@@H]1O
-22%,COC(=O)c1cc(NC(=O)C2CCCN(S(=O)(=O)c3c(C)n[nH]c3C)C2)cc(C(=O)OC)c1 (configuration not stated)
2%,COc1cccc(C2C(C(=O)Nc3ccccc3)=C(C)Nc3ncnn32)c1OC (configuration not stated)
-8%,COCc1nncn1C1CCN(S(=O)(=O)c2cccc(C)c2)CC1

Next structures:
KDM5B inh,SMILES
-16%,COc1cc(C2CC(=O)Nc3c2c(C)nn3-c2nncc(-c3ccc(C)cc3)n2)cc(OC)c1O (configuration not stated)
?,Cc1oc(-c2ccccc2F)nc1CN1CCC(C(=O)NCCc2ccccc2)CC1
-14%,O=C(CCc1ccccc1)Nc1ccc(-c2nnc3n2CCCC3)cc1
2%,COc1cccc(CNC(=O)C2Cc3cc(S(=O)(=O)N4CCCCCC4)ccc3N2C(C)=O)c1 (configuration not stated)
29%,CN(c1ccccc1)c1nc(N)c([N+](=O)[O-])c(NC2CCCCC2)n1
?,Cc1cccc(Cn2c(SCc3ccc(C(=O)NC4CCCCC4)cc3)nc3cccnc32)c1
-26%,CCCOc1ccc(NC(=O)COc2ccccc2C)c2cccnc12
-1%,O=C(CCc1nc2ccc(Cl)cc2[nH]1)N1CCc2n[nH]c(=O)n2CC1
-25%,COC(=O)C1=C(C)N=C2SC=C(CC(=O)NC3CC4CCC3C4)N2C1c1ccsc1 (configuration not stated)
-17%,O=C(Nc1sc2c(c1C(=O)N1CCCCC1)CCCC2)c1ccccc1Cl
-5%,O=C(C1CCC1)N1CCC2(CC1)CN(c1ccccc1)C2=O
9%,CCN1C(=O)C2CC3(CCN(C(=O)c4nccc5ccccc45)CC3)CN2C1=O (configuration not stated)
?,COc1ccc(CCC(=O)NCc2nnc3c(-c4nc(C(C)C)no4)cccn23)cc1
-21%,COc1ccc(C(=O)N2CCc3ccc(C(=O)NCc4ccccc4)cc32)cc1
-5%,Clc1cc2c(nn1)Nc1ccccc1S2

Entries shown so far that contain a cyano group (two):
KDM5B inh,SMILES
?,CC(C)(C)C(=O)N[C@H]1CO[C@H]2[C@@H]1OC[C@@H]2Nc1nccc(-c2cccc(C#N)c2)n1
18%,Cn1cnc2c1c(=O)n(CCCOc1ccccc1C#N)c(=O)n2C

(next part)
KDM5B inh,SMILES
-30%[86.2 µM],COc1ccc(C(=O)N2CC[C@@H](CC(=O)O)[C@@H](CCN3CCC[C@H]3C(N)=O)C2)cc1
8%,CCCCNC(=O)C1CCc2sc(C(=O)N3CCCCC3)cc2C1 (configuration not stated)
-6%,Cc1ccc2c(COC(=O)Cc3n[nH]c(=O)c4ccccc34)cc(=O)oc2c1
?,CN(C)c1ccc2ncc(Nc3cccc(C(F)(F)F)c3)n2n1
?,c1coc(-c2nc3ccccn3c2Nc2ccc3c(c2)OCCO3)c1
0%,CCCCSCc1cc(C(=O)N2CCC3(CCCN(C)C3=O)C2)oc1C (configuration not stated)
2%,Cc1ccc2oc(C(=O)N3CCCC3)cc(=O)c2c1
?,C=CCNC(=O)NC(=O)COC(=O)c1cc(-c2cccs2)nc2ccccc12
?,CN(C)[C@@H]1CN(Cc2ccccn2)CC[C@]1(O)c1ccccc1
13%[11.5 µM],CCCN1C(=O)C(NC(=O)c2ccccc2OC)(C(F)(F)F)C(C(=O)OC)=C1C (configuration not stated)
?,O=C1COc2ccc(NCc3cccs3)nc2CN1CCOc1ccccc1
-4%,NS(=O)(=O)c1ccc2nc(NC(=O)COc3ccc(Cl)cc3Cl)sc2c1
9%,O=C(O)/C=C/c1ccc(F)cc1
12%,COCCn1nc2n(c1=O)CCN(Cc1ccc(Br)o1)CC2
?,CCO[C@H]1COC[C@@H]1NC(=O)c1csc(-c2cccs2)n1

Continued:
KDM5B inh,SMILES
-27%,Cc1ccc(-n2nc(C(=O)N(C)Cc3ccccc3)c3c4ccccc4n(C)c3c2=O)cc1
-12%,O=C(O)C[C@@H]1CCN(C(=O)COc2ccccc2)C[C@@H]1CCN1CCN(c2ccccc2)CC1
19%,COc1ccc(C2C3=C(CC(C)(C)CC3=O)OC3=C2C(=O)CC(C)(C)C3)c(OC)c1
21%,Cc1ccc(CCNC(=O)NCc2noc3ccccc23)cc1
12%,O=[N+]([O-])c1cccc2ncc(Cl)cc12
?,O=C1CC(c2cn[nH]c2C(=O)O)c2c(n[nH]c2-c2cccs2)N1 (configuration not stated)
-7%,Cc1cc(C)cc(N2CC(c3nc(-c4cccnc4)no3)CC2=O)c1 (configuration not stated)
?,O=C(c1cccs1)c1cn(CCOc2ccccc2F)c2ccccc12
-33%,S=C(NCc1cccs1)Nc1cc(Cl)cc(Cl)c1
17%,CC1CCC(NC(=O)c2ccccc2SCC#N)CC1 (configuration not stated)
-30%,C=CCOc1ccc(-c2nc3c(c(=O)[nH]c(=O)n3Cc3ccccc3)n2CCCOC)cc1
7%,CNC(=O)NC(=O)C(c1ccccc1)N(C)CC(=O)NCCOC (configuration not stated)
-21%,O=C(CCC[C@@H]1[C@H]2CCCN3CCC[C@@H](CN1C(=O)c1cccnc1)[C@@H]23)NCCc1ccccn1
14%,O=S(=O)(Nc1ccc(Br)cc1F)c1ccc2nc(-c3ccccc3)[nH]c2c1
-20%,CCc1ccc(C(=O)N(Cc2ccncc2)C2CC2)o1

A second format for some results above:
O=[N+]([O-])c1cccc2ncc(Cl)cc12
  KDM5B inh: 12%

O=C1CC(c2cn[nH]c2C(=O)O)c2c(n[nH]c2-c2cccs2)N1 (configuration not stated)
  KDM5B inh: ?

Cc1cc(C)cc(N2CC(c3nc(-c4cccnc4)no3)CC2=O)c1 (configuration not stated)
  KDM5B inh: -7%

O=C(c1cccs1)c1cn(CCOc2ccccc2F)c2ccccc12
  KDM5B inh: ?

(next part)
KDM5B inh,SMILES
?,CCOc1cc(-c2noc(-c3ncn4c3COC(c3ccc(OC)cc3)C4)n2)ccc1OC (configuration not stated)
-7%,O=C(Cn1nc2c(cc1=O)CCCCC2)Nc1ccccn1
9%,COC(=O)c1ccc(/C=C(\C#N)C(=O)Nc2ccccc2C(=O)O)cc1
-11%,O=C(Cc1ccccc1Cl)N1CCN(c2cc(C(F)(F)F)ncn2)CC1
-23%,COCCN1CCCC1c1nc(C2CN(C(=O)c3ncccc3C)C2)no1 (configuration not stated)
-6%,CN1C[C@H](O)C[C@H]1c1nnc2n1CCN(Cc1ccc(F)cc1F)C2
21%,COc1ccc(C)cc1NC(=O)C(C)O/N=C/c1ccc(Cl)cc1 (configuration not stated)
4%,CCN1CC2(CCC1=O)CCN(CCS(=O)(=O)c1ccccc1)CC2
2%,COc1ccc(OC)c(CNCc2cccn2-c2nnc(N3CCOCC3)s2)c1
-12%[86.2 µM],COc1ccc([C@H]2C[C@@H](O)[C@@H](O)[C@@H]2NC(=O)c2ccccc2)cc1
-13%[86.2 µM],CN[C@H](C(=O)N[C@H]1C[C@@](O)(C(=O)N[C@H](CC(C)C)C(N)=O)C[C@@H](O)[C@@H]1O)C(C)C
-5%,Cc1nc2ccc(NC(=O)c3n[nH]c(=O)c4ccccc34)cc2s1
6%,Cc1ccc(CNC(=O)CN2CCN(c3nccs3)CC2)cc1F
15%,CCN(CC)c1nc2c(S(=O)(=O)c3ccc(C(C)C)cc3)nnn2c2ccsc12
-3%,O=C(CSc1ncc(S(=O)(=O)c2ccc(Br)cc2)c(=O)[nH]1)NCc1ccccc1Cl

(listing goes on)
KDM5B inh,SMILES
1%,Cc1ccc(C(=O)N2CC[C@](O)(c3ccccc3)[C@H](N(C)C)C2)s1
-23%[86.2 µM],O=C(Cc1c[nH]c2ncc(-c3ccccc3)cc12)NCc1cnccn1
3%,COCC(=O)N[C@@H]1CN(Cc2cccc(OC)c2OC)C[C@H]1CO
?,CCOC(=O)C(C)Sc1nc(-c2ccccc2Cl)cc(-c2ccccc2)c1C#N (configuration not stated)
